Source: PubChem (several laboratories)
CHRM4 PAM: potentiates acetylcholine response at human M4 receptor. P08173. CHO-K1 hM4/Gqi5, Fluo-8 calcium fluorescence, ACh EC20; 0% = ACh EC20, 100% = maximal ACh. AID 624126. activation, % at 3 µM. 0.4% of 360,000 active;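 active means activation above its plate's cutoff, the mean activation of sample wells plus 3 SD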; further: some results filed as inactive read as strong as hits
Target sequence (P08173 whole entry, looked up): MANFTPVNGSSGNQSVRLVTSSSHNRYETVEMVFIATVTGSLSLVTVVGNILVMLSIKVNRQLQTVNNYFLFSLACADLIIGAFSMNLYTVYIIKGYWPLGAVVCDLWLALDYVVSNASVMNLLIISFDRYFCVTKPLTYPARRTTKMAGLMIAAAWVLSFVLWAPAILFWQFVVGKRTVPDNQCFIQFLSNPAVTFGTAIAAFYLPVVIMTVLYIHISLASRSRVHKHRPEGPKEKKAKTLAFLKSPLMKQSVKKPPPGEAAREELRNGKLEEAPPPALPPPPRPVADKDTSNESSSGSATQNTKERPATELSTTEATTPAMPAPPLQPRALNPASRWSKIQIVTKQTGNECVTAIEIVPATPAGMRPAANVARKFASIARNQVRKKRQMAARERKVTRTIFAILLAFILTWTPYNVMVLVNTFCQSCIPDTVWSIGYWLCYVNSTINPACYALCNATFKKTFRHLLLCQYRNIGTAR
CHO-K1 Ca PAM: counter-screen for M1 PAMs: effect in parental CHO-K1 cells; ATP EC20, Fluo-8 calcium fluorescence; 0% at ATP EC20, 100% at ATP max; activation, % at 3 µM; 0.02% of 360,000 active;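 active means activation above the run cutoff, the mean activation of all test compounds plus 3 SD, cut at about 40% in these data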;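 further: peak over basal fluorescence ratio in a 140 s read after ATP addition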
TAAR1 ag: human TAAR1 agonism; Q96RJ0; CHO RD-HGA16 TAAR1, Fluo-8 calcium fluorescence; vehicle wells 0%, saturating PEA agonist 100%; activation, % at 3 µM; 0.99% of 360,000 active; AID 624467;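 active means activation above the mean activation of all test compounds in the run plus 3 SD, cut at about 38% in these data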
Target sequence (Q96RJ0 whole entry, looked up): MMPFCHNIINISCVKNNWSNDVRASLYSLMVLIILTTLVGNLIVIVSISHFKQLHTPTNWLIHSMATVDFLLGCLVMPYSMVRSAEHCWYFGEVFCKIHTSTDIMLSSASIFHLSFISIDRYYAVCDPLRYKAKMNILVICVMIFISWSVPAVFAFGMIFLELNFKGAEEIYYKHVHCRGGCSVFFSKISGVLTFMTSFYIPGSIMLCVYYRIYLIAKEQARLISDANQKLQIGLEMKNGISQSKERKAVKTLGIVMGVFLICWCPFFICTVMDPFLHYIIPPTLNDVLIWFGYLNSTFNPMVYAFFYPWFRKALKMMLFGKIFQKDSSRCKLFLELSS
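Test system: RD-HGA16 (CHO) cells co-expressing Gα16 and hTAAR1 | Doses: Single dose, 3 µM | Schedule: 17-24 h seeding, 75 min 37 °C dye, 30 min RT | Evaluation: % activation from peak over basal fluorescence ratio, DMSO-to-PEA scaled | Technique: Kinetic Fluo-8 calcium fluorescence | Benchmarks: Low control DMSO, high control PEA (EC100)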
TAAR1 antag: antagonists of human TAAR1 | inhibition, % at 3 µM | Q96RJ0 | 1.5% of 360,000 active | CHO RD-HGA16 TAAR1, Fluo-8 calcium fluorescence, antagonist;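 active means inhibition above a per-plate cutoff, the mean inhibition of test compounds on that plate plus 3 SD, cut at about 49% in these data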;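 further: 0% = DMSO plus EC80 beta-PEA response and 100% = DMSO alone without agonist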
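Test system: RD-HGA16 CHO cells with stable hTAAR1 and Gα16 / Probe or stimulus: EC80 β-phenethylamine stimulus / Times: seeding 17-24 h prior, 75-min 37 °C, 30-min RT dye loading / Detection: Fluo-8 calcium-sensitive fluorescence / Read-out basis: % inhibition scaled between DMSO and EC80 PEA controls / Repeats: singlicate, one well per test compound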
CRFR2-BP antag: antagonists of CRF-binding protein/CRF-R2 receptor complex | HEK293 CRF-R2/CRF-BP, CRF-induced calcium fluorescence | inhibition, % at 11.8 µM | 0.59% of 350,000 active;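 active means inhibition of the ligand-induced calcium signal above about 50% at the single tested concentration, limit read from the data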
M5 PAM: potentiates acetylcholine response at human M5 receptor | P08912 | CHO-K1 hM5, Fluo-8 calcium, ACh EC20 PAM; 0% = ACh EC20, 100% = ACh EC100 | activation, % at 3 µM | 0.3% of 360,000 active;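 active means activation above the run cutoff, the mean activation of all test compounds plus 3 SD, cut at about 18% in these data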
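System: CHO-K1 hM5 cells. Reagent: acetylcholine, EC20 level. Compound dosing: single dose, 3 µM nominal final test concentration. Timing: Post-acetylcholine fluorescence recording 140 s. Detection: Fluo-8 calcium fluorescence. Read-out: % activation, ACh-normalized. Benchmarks: ACh EC20 and EC100 wells. Repeats: singlicate, one well per test compound.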
M5 ag: agonists of human muscarinic M5 receptor (CHRM5) | AID 624037 | P08912 | CHO-K1 hM5 cells, Fluo-8 calcium fluorescence; 0% DMSO wells, 100% maximal acetylcholine response | activation, % at 3 µM | 0.19% of 360,000 active;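 active means activation above the run's mean over test compounds plus 3 SD, cut at about 23% in these data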;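 further: signal is peak over basal fluorescence ratio across the kinetic read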
M5 antag: blocks acetylcholine activation of human M5 receptor | 0.59% of 360,000 active | inhibition, % at 3 µM | P08912 | CHO-hM5 cells, Fluo-8 calcium fluorescence, ACh EC80;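 active means inhibition above a per-plate cutoff, the mean of that plate's test compounds plus 3 SD, cut at about 27% in these data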;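 further: 0% = acetylcholine EC80 with DMSO and 100% = DMSO without agonist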
CRFBP-R2 agonist: agonists of human CRF-binding protein/CRF-R2 receptor complex. HEK293 CRF-R2/CRF-BP, calcium dye fluorescence (FLIPR); percent of saturating CRF peptide response. activation, % at 13.2 µM. 0.46% of 350,000 active;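 active means activation of at least 50%, plus an integration ratio under a set limit after plate pattern correction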;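 further: plate controls were neutral control wells without compound for no effect and CRF at EC100 for full effect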
* hit, by the source's call; . = no result given. Compounds as they come. Share with any hit: about 4.2%.

SMILES	CHRM4 PAM	CHO-K1 Ca PAM	TAAR1 ag	TAAR1 antag	CRFR2-BP antag	M5 PAM	M5 ag	M5 antag	CRFBP-R2 agonist
CCCC/C(O)=C1\C(=O)CCCC1=NCCc1c(C)[nH]c2ccccc12	8	15	3	-13	-5	6	3	0	3.4
Cc1ccc(Nc2nc(NCCCN3CCOCC3)nc(N)c2[N+](=O)[O-])cc1C	-3	33	14	-25	-92	4	0	-3	-2.8
CC(Sc1ncn[nH]1)C(=O)c1c(N)n(C)c(=O)n(C)c1=O (stereo not drawn)	2	-2	2	11	-1	5	3	8	-0.4
CCC(=O)N1CCN(c2ccc(NC(=O)c3ccc(Br)o3)cc2)CC1	4	3	8	0	1	2	3	-6	-6.9
COC(=O)c1sccc1-c1ccc(C(=O)Nc2cccc(Cl)c2)o1	1	-1	7	-5	-28	-7	-2	-1	3.7
CCOC(=O)CCCCCC(=O)Nc1ccc2c(c1)C(=O)N([C@@H](C)CO)C[C@@H](C)[C@H](CN(C)C(=O)c1ccncc1)OCCCC[C@H](C)O2	-3	7	1	-4	-14	-4	1	1	1.8
CC(=O)C1=C(C)N(Cc2ccccc2)C(=O)N[C@H]1CCc1ccccc1	5	10	13	18	-3	-16	2	7	2.8
CCOC(=O)c1sc(NC(=O)c2ccccc2C(=O)O)c(C(=O)OCC)c1C	1	-16	2	-47	4	7	1	3	-3.7
O=C(CSc1ncc(C(=O)O)n1-c1ccc(F)cc1)NCc1ccc2c(c1)OCO2	5	-8	2	20	5	-3	-2	6	0.2
Cn1nnc2cc(C(=O)N3CCN(c4ccccn4)CC3)ccc21	-2	7	3	0	9	7	0	9	0.0
C=CCNC(=O)c1ccc(OC)cc1	2	-10	0	-9	-8	2	-4	-3	0.3
O=C(c1ccccc1)N1CCN(C(=O)C2CC2)CC1	6	14	-4	-5	5	4	-1	1	-0.8
COc1cccc(NC(=S)N(CCCN2CCCC2)Cc2cccn2Cc2ccc(Cl)cc2)c1	-19	11	.	.	-9	2	-15	8	0.6
O=C(O)C1=C[C@H](c2csc3ccccc23)C[C@H](OCCCCO)O1	5	-7	6	-6	-7	-10	2	15	-0.2
COc1ccc(OC)c(CNC(=O)CCCn2ccc3cc(S(=O)(=O)N4CCCC4)ccc32)c1	-9	-11	-2	-16	3	-11	-5	17	-0.2
Cc1cc(C)cc(NC(=S)NC2CC3CCC(C2)N3Cc2ccco2)c1 (stereo not drawn)	-11	18	11	-13	-10	3	-5	-7	-1.7
CC(=O)C12CCCCC1CC1C3CC(C)C4(O)CC(=O)CCC4(C)C3CCC12C (stereo not drawn)	-6	-2	9	-31	-38	-1	-1	5	9.4
O=C(Nc1ccc2c(c1)OCCO2)C1c2ccccc2OCC(=O)N1CCc1ccccc1 (stereo not drawn)	1	18	4	7	.	4	1	-7	.
CC(OC(=O)CCCN=C1NS(=O)(=O)c2ccccc21)C(=O)NC1CCCCC1C (stereo not drawn)	-6	12	3	-15	4	-7	-3	10	-0.3
Cc1cc(C)n(Cc2ccc(C(=O)Nc3cccc(Br)c3)o2)n1	7	1	17	28	16	-2	-4	6	0.5
O=C(COC(=O)c1cccc(OC(F)F)c1)NC1CCCC1	-3	-5	0	-9	-5	1	-6	-6	-0.3
CC1c2ccsc2CCN1S(=O)(=O)c1ccccc1 (stereo not drawn)	-7	8	3	-22	24	7	-5	0	-3.6
O=C(NNC(=O)c1ccco1)c1ccc(NS(=O)(=O)c2cccs2)cc1	4	-11	10	-6	-1	3	3	1	-0.9
c1cnc(N2CCN(c3cnccn3)CC2)nc1	5	2	17	-14	-9	6	0	9	1.4
Cc1cc(N2CCOCC2)nc2ccc(NC(=S)N3CCCCC3C)cc12 (stereo not drawn)	-8	18	0	-6	-18	9	1	-5	-2.9
Cc1nnc(SCC(=O)N(Cc2ccccc2)C(C)(C)C)[nH]c1=O	7	-10	-1	0	7	6	0	-15	0.6
Nc1nc(SCC(=O)N2CCCCC2)[nH]c(=O)c1NC(=O)c1ccccc1F	1	4	3	-3	-8	3	1	10	-0.3
O=C(N/N=C/c1ccoc1)c1cc(O)cc(O)c1	-1	5	11	-9	-14	-1	2	7	0.0
O=C1CCN(C(=O)CSc2ccc(Cl)cc2)N1	8	15	2	-7	-3	1	-1	-15	0.3
Cc1ccc(C(=O)N2CCC(C(N)=O)CC2)cc1C	18	7	9	-9	-4	2	-2	3	-0.6
COc1cc(C(=O)N(Cc2ccc(N(C)C)cc2)C2CCS(=O)(=O)C2)cc(OC)c1OC (stereo not drawn)	0	15	2	6	2	0	0	0	-1.3
O=C(CN(Cc1ccccc1)S(=O)(=O)c1cccc(C(F)(F)F)c1)NC1CCCCC1	3	24	-2	-3	-51	-1	-3	6	1.7
COc1ccc([C@H]2CC(=O)C[C@@H](CCn3cc(-c4ccccn4)nn3)O2)cc1	5	-17	1	-24	.	4	2	-7	.
Cc1cc(N(C)/N=C/c2ccccc2)nc(-c2ccccc2O)n1	-5	22	0	14	-3	6	-1	5	-1.5
Cc1cnc(C(=O)Oc2c(C)ccc(C)c2C)cn1	7	-13	2	-16	-7	6	1	-11	-0.3
COc1ccc2c(c1)CCc1cn3nc(C)cc3nc1-2	9	3	-3	-40	2	19*	-5	-12	-1.1
CC1(C(=O)Nc2ccc3c(c2)OCCO3)CCC(=O)N1C1CC1 (stereo not drawn)	-3	5	0	-8	.	1	4	-7	.
CC1CN(C(=O)CN2C(=O)c3ccccc3S2(=O)=O)CC(C)O1 (stereo not drawn)	6	19	18	7	6	5	-3	-10	-0.3
CC(C)(C)OC(=O)N(CCc1ccccc1)Cc1cccc(OCc2cccc(NC(=O)C3CC3)c2)c1	-6	-2	0	34	-1	-5	1	0	0.9
Cc1ccccc1CS(=O)(=O)Cc1ccc(C(=O)N2CCOCC2)o1	-3	17	2	-9	15	-1	1	1	-0.8

Next section (five carried over from the part before).
SMILES	CHRM4 PAM	CHO-K1 Ca PAM	TAAR1 ag	TAAR1 antag	CRFR2-BP antag	M5 PAM	M5 ag	M5 antag	CRFBP-R2 agonist
COc1ccc2c(c1)CCc1cn3nc(C)cc3nc1-2	9	3	-3	-40	2	19*	-5	-12	-1.1
CC1(C(=O)Nc2ccc3c(c2)OCCO3)CCC(=O)N1C1CC1 (stereo not drawn)	-3	5	0	-8	.	1	4	-7	.
CC1CN(C(=O)CN2C(=O)c3ccccc3S2(=O)=O)CC(C)O1 (stereo not drawn)	6	19	18	7	6	5	-3	-10	-0.3
CC(C)(C)OC(=O)N(CCc1ccccc1)Cc1cccc(OCc2cccc(NC(=O)C3CC3)c2)c1	-6	-2	0	34	-1	-5	1	0	0.9
Cc1ccccc1CS(=O)(=O)Cc1ccc(C(=O)N2CCOCC2)o1	-3	17	2	-9	15	-1	1	1	-0.8
O=C(/C=C/c1ccc(F)cc1)NCCCN1CCN(CCCNC(=O)/C=C/c2ccc(F)cc2)CC1	-5	6	2	-6	-34	-6	-5	6	-0.7
COc1ccc(CN2C(=O)CCC2(C)C(=O)NC2CCCCC2)c(OC)c1 (stereo not drawn)	7	9	3	0	19	2	4	6	-2.2
Cc1ccc(C#N)c(SCc2nnc(-c3ccc(Cl)cc3)o2)n1	8	14	-1	10	18	-2	-1	4	-0.4
CC(=O)N1c2ccc(S(=O)(=O)NCC3CCC(C(=O)N4CCCC(C)C4)CC3)cc2CC1C (stereo not drawn)	-7	-7	3	-7	5	-2	2	-3	-2.2
Cc1nc2ccc(NC(=O)c3ccc([N+](=O)[O-])cc3)cc2[nH]1	1	23	2	1	10	-3	-5	-1	4.8
CC(C)(C)c1cc(C(=O)O)n[nH]1	2	3	5	-1	2	-6	4	8	1.2
CSc1ccc(CCNC(=O)CN2C(=O)CCSc3ccccc32)cc1	-2	3	1	4	-7	-3	1	2	-1.1
CCCCOc1ccc(N2CC(C(=O)NCCc3ccc(OC)c(OC)c3)CC2=O)cc1 (stereo not drawn)	1	4	11	-4	-28	-4	-2	5	0.9
COc1ccc(-n2ncc3c2CC(C)(C)CC3NC(=O)C2=CC(=O)CC(C)(C)O2)cc1 (stereo not drawn)	-2	-10	0	-23	-3	4	-2	-5	0.1
Cc1cc(C)cc(OCC(=O)NNC(=O)CCN2C(=O)c3ccccc3C2=O)c1	14	15	2	9	9	-2	-2	-1	0.6
CN(C)c1ccc(NC(=O)Cn2cc3c(n2)CCCC3)cc1	3	-4	1	-33	-6	-3	1	-2	-2.0
COc1ccc(CCNC(=O)CN2C(=O)CSc3ccc(S(=O)(=O)N4CCOCC4)cc32)cc1OC	-1	-8	1	-15	0	4	-4	-7	-0.6
COc1ccc(C(=O)CNC2=NCCC2)cc1	2	-18	2	-22	1	3	-4	12	0.7
COc1cc(C(=S)N2CCCC2)ccc1OCc1ccccc1	10	5	3	2	-1	-7	6	8	-1.5
CCOC(=O)Cc1csc(NC(=O)C(NC(=O)C2CCC(C)CC2)C(C)C)n1 (stereo not drawn)	-13	2	-1	-37	-3	-6	0	7	-1.1
Cc1cccc(OC(C)c2ccnc3nc(/N=C/N(C)C)nn23)c1 (stereo not drawn)	-8	0	4	0	16	4	-4	4	-1.6
CCc1nnc(NC(=O)CN2C(=O)NC3(CCCC3)C2=O)s1	-2	-14	1	5	-7	-4	1	12	0.1
COc1cc(CCCN2C(=O)C(=O)NC[C@@H]2c2ccccc2)cc(OC)c1OC	5	-1	9	6	6	-2	0	2	-1.1
Cc1ccc(C)n1-c1ccc(C(=O)NN)cc1	1	-11	1	0	18	21*	0	8	-1.2
C=CCOc1cccc(C2c3c(oc4ccc(F)cc4c3=O)C(=O)N2CCCN2CCOCC2)c1 (stereo not drawn)	2	21	1	-3	4	1	-1	-6	-0.6
O=C(CSCc1ccc(Br)cc1)Nc1ccccc1C(=O)N1CCOCC1	3	12	4	-22	-6	4	1	-6	0.0
O=C1CC[C@@H](O)CCN1CC[C@H](Sc1ccccc1)c1ccccc1	-8	-9	15	4	1	-4	-3	10	0.5
CSCC[C@H](NC(=O)c1cc2c([nH]c3ccccc32)c(-c2ccccc2)n1)C(=O)O	5	10	-1	5	-1	7	-5	-1	-0.8
COc1ccc(C(=O)Nc2ccccc2N2CCCC2)cc1S(=O)(=O)N1CCOCC1	-2	-24	2	0	6	-6	2	7	-0.5
O=C(NCc1ccco1)c1nn(-c2ccccc2)c(=O)c2ccccc12	24	22	21	0	9	-7	6	-5	5.0
O=C(COc1coc(CN2CCN(c3ccccc3)CC2)cc1=O)NC1CCCCC1	1	-14	0	-43	6	-12	0	9	0.7
O=C(c1ccco1)N1N=C2CCCCCC2C1(O)C(F)(F)F (stereo not drawn)	6	16	0	1	13	0	-9	-3	-0.2
